TrxR1 substrate – rat thioredoxin reductase 1 substrate activity | O89049 | purified TrxR1 substrate turnover, NADPH consumption readout | Potency, µM (top dose mostly 114 µM), for inactives: at the top dose activity change, negative = substrate turnover | 390,000 tested, 0.01% active; further: on the % scale 0 is the no-effect control and ±100 the full control effect; nearly all actives have a fitted effect of over 50% in size
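Rat TrxR1, dispensed at 90 nM, was prereduced with 400 uM NADPH (final) for 5 min at ~22 deg C, then incubated with compound 15 min before 400 uM selenite. A first-read NADPH fluorescence drop versus no-compound background flagged substrates.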
RXFP1 ag – agonists of human relaxin receptor RXFP1; Q9HBX9; HEK293T-RXFP1 cAMP TR-FRET, 30 min; response scale: percent of porcine relaxin response, buffer zero; Potency, µM (doses to about 57.5 µM), for the others: at the top dose activation, usual class: activators; 370,000 tested, 0.3% active; AID 2676; further: on the % scale 0 is the no-effect control and ±100 the full control effect; nearly all actives have a fitted effect of over 60% in size; many of its hits are not listed in these tables
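Agonist response is measured as cAMP accumulation in an RXFP1-transfected HEK293T line under PDE4 inhibition. Values are scaled between buffer-only and 29 nM porcine relaxin, and EC50s come from standard Hill equation fits.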
USP1-UAF1 inh – inhibitors of human USP1/UAF1 deubiquitinase. O94782. recombinant USP1/UAF1, Ub-Rhodamine cleavage fluorescence. Potency, µM (highest dose often 57.1 µM), for inactives: top-dose activity change, negative = inhibition, most hits filed as inhibitors. 390,000 tested, 0.23% active. AID 743255; further: on the % scale 0 is the no-effect control and ±100 the full control effect; nearly all actives have a fitted effect of over 60% in size; inactives centre near -12
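High-throughput fluorogenic screen: 1nM USP1/UAF1 complex, Ub-Rho substrate 150nM final, 50mM HEPES pH 7.8 with 0.5mM EDTA, 0.1 mg/ml BSA, 1mM TCEP and 0.01% Tween-20.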
Vif-APOBEC3F blk – blocks the Vif interaction with APOBEC3F; HeLa A3F-eYFP + Vif (tagged APOBEC3F with the HIV-1 protein that degrades it), YFP fluorescence increase; Potency, µM (top dose mostly 46.1 µM), for the others: at the top dose activity, negative = active; 390,000 tested, 0.2% active; further: % of control where 0% means no effect; nearly all actives have a fitted effect of over 65% in size
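Fluorescence increase (Ex 488/Em 500-530) after overnight compound treatment at 37 deg C flags inhibition of Vif-driven A3F-eYFP loss in stable HeLa A3F-eYFP/Vif cells seeded overnight beforehand.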
IDH1 R132H inh – blocks human mutant IDH1 R132H enzyme | O75874 | IDH1-R132H enzyme, NADPH consumption, diaphorase/resazurin fluorescence | Potency, µM (series often up to 76.6 µM), for inactives: at the highest dose activity change, negative = inhibition, usual class: inhibitors | 390,000 tested, 0.093% active | AID 602179; further: on the % scale 0 is the no-effect control and ±100 the full control effect; nearly all actives have a fitted effect of over 65% in size
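IDH1-R132H (0.5 ug/mL dispensed) in pH 7.5 Tris buffer was preincubated 30 min with compound, then given a substrate mix of 0.016 mM NADPH and 2 mM alpha-KG for 80 min at room temperature; remaining NADPH was read by diaphorase/resazurin fluorescence.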
RGS4 inh – human RGS4 inhibition. 390,000 tested, 0.039% active. P49798. Transcreener GDP fluorescence polarization, RGS4-accelerated GTP hydrolysis. AID 504845. Potency, µM (doses to about 114 µM), inactives show at the top dose activity change, negative = inhibition, most hits filed as inhibitors; further: on the % scale 0 is the no-effect control and ±100 the full control effect; nearly all actives have a fitted effect of over 75% in size; some results filed as inactive show a strong effect at the top dose
Target sequence (P49798 whole entry, looked up): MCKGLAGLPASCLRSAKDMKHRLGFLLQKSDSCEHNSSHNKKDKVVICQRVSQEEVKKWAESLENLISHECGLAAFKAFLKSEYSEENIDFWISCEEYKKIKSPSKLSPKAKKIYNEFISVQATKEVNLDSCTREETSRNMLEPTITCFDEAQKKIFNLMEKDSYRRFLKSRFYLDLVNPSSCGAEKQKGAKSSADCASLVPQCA
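MLSMR compounds (23 nl, pin-transferred) preincubated 10 min at room temperature with a 500nM (2x) first reagent, then RGS4 at 900nM (2x) plus Transcreener GDP mix added; fluorescence polarization (620/688 nm) read before and after 90 min at 30 °C.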
12-LOX inh – inhibitors of human 12S-lipoxygenase ALOX12. P18054. purified 12hLO, xylenol orange hydroperoxide absorbance. Potency, µM (doses to about 108 µM), for the others: top-dose activity change, negative = inhibition, hits mostly inhibitors. 580,000 tested, 1.1% active. AID 1671190; further: on the % scale 0 is the no-effect control and ±100 the full control effect
Target sequence (P18054 whole entry, looked up): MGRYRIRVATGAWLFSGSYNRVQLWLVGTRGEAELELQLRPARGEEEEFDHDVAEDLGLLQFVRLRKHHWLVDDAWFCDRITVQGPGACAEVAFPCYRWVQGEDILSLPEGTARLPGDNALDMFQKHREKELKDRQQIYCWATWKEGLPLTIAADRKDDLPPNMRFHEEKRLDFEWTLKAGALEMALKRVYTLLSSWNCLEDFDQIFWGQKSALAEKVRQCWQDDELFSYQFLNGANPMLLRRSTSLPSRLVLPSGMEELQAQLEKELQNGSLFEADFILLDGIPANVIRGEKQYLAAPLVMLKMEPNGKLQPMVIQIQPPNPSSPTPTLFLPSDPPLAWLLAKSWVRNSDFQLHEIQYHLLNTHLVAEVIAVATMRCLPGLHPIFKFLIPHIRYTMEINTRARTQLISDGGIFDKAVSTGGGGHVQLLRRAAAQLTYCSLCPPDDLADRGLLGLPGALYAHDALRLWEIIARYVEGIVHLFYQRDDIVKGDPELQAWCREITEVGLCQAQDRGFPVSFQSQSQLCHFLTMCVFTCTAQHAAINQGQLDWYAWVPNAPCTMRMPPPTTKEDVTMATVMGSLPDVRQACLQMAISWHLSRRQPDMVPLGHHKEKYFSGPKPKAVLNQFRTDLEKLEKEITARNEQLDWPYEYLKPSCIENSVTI
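Hydroperoxide product was detected by ferrous iron/xylenol orange as the 573 to 405 nm absorbance ratio. Arachidonic acid at 40 uM (final) was turned over for 30 min at room temperature by 150 nM human 12hLO, pH 7.0 Hepes buffer, after 15 min compound preincubation.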
Vif-A3G inh – Vif-A3G binding inhibition; 410,000 tested, 0.076% active; HeLa A3G-eYFP + Vif (tagged APOBEC3G with the HIV-1 protein that degrades it), YFP fluorescence, overnight; Potency, µM (series often up to 46.1 µM), for inactives: at the highest dose activity, negative = active, most hits filed as inhibitors; Q9HC16;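 further: on the % scale 0 is the no-effect control and ±100 the full control effect; nearly all actives have a fitted effect of over 60% in size; hits raise eYFP signal because A3G escapes Vif-driven loss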
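HeLa cells stably expressing Vif and C-terminally eYFP-tagged A3G, seeded overnight at 37 deg C, then exposed to compound by pintool overnight at 37 deg C. Rise in yellow fluorescence (Ex 488/Em 500-530, Acumen) marks blocked Vif-driven A3G degradation.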
TrxR1 inh – inhibitors of rat thioredoxin reductase 1; recombinant rTrxR1, NADPH fluorescence consumption, selenite substrate; Potency, µM (series often up to 114 µM), for inactives: top-dose activity change, negative = inhibition, hits mostly inhibitors; 390,000 tested, 1% active; AID 588453; further: on the % scale 0 is the no-effect control and ±100 the full control effect; nearly all actives have a fitted effect of over 65% in size
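Rat TrxR1 (90 nM in the dispensed reagent) was pre-reduced with 400 uM NADPH for 5 min at room temperature, then incubated with compound for 15 min. After 400 uM selenite was added, NADPH fluorescence (Ex 340/Em 450 nm) was followed for 8 min.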
The depositor's hits bear a star; u = inconclusive; x = no result given; & = joins results of further samples; [ ] = dose if it differs, or a comment. The call rests on the fitted dose curve; in most records, active means well fitted curve in the direction sought with a large enough effect; inconclusive means small, poorly fitted or top-dose-only effect, or another doubt; inactive means no such curve, though single readings can be large; an effect the other way counts as inactive or inconclusive. Potency means the concentration at half of the fitted maximal effect. The list is partial; the hit share may differ from the screen's.

Short forms – A = TrxR1 substrate; B = RXFP1 ag; C = USP1-UAF1 inh; D = Vif-APOBEC3F blk; E = IDH1 R132H inh; F = RGS4 inh; G = 12-LOX inh; H = Vif-A3G inh; I = TrxR1 inh
mol: COc1ccc(N(CCC#N)S(=O)(=O)c2ccc(Cl)cc2)cc1
  A: 3%; B: 3.1%; C: -9%; D: 0%; E: -5%; F: 16%; G: 9%; H: 0%; I: 13%
mol: COc1ccc([N+](=O)[O-])cc1NC(=O)COC(=O)Cc1cc(OC)c(OC)c(OC)c1
  A: -13%; B: 1.3%; C: -12%; D: 0%; E: 11%; F: 5%; G: 5%; H: -6%; I: -8%
mol: N#CNC1=NCN(Cc2ccccc2)CN1
  A: 7%[57.1 µM]; B: 0.6%; C: -2%; D: -6%; E: 2%; F: 30%; G: -2%; H: 1%; I: 4%[57.1 µM]
mol: COc1cccc(CNC(=O)COc2cccc(-n3cnnn3)c2)c1
  A: 0%; B: -1.6%; C: -5%; D: 5%; E: 9%; F: 1%; G: u; H: -4%; I: 13%
mol: O=C(Cc1cccs1)NCc1ccccc1
  A: 13%[57.1 µM]; B: 1.4%; C: -7%; D: -14%; E: 1%; F: 18%; G: 13%; H: 1%; I: 16%
mol: Cc1c(Cl)cccc1Nc1nc(N)nc(CN2CCc3ccccc3C2)n1
  A: -6%; B: -3.8%; C: -23%; D: -2%; E: -6%; F: -8%; G: -17%; H: -14%; I: -3%
mol: CN1C(=O)C(C)(C)c2cc(S(=O)(=O)NCc3ccc(C(=O)Nc4ccc(Cl)cc4)cc3)ccc21
  A: -4%; B: 0.3%; C: -11%; D: 0%; E: -11%; F: 0%; G: -15%; H: -1%; I: 6%
mol: CCC(C)OC(=O)c1cc(C)nc2c(Br)cc(Br)cc12 (stereo not drawn)
  A: -6%; B: 12%; C: -8%; D: 1%; E: 15%; F: 30%; G: 0%; H: 0%; I: 0%
mol: CC(C(=O)NC1CCCC1)N(c1ccc(Oc2ccccc2)cc1)S(C)(=O)=O (stereo not drawn)
  A: -14%[57.1 µM]; B: 1.3%; C: -12%; D: 8%; E: 4%; F: -23%; G: -6%; H: 0%; I: 14%[57.1 µM]
mol: CC(=O)Nc1ccc(C(=O)N2CCCC2)cc1
  A: 5%[57.1 µM]; B: 1.7%; C: -5%; D: -4%; E: 2%; F: -2%; G: -3%; H: -5%; I: -15%
mol: Cc1ccc(C(=O)NCCN(C)C)c(C)c1
  A: -1%; B: 0.5%; C: -13%; D: -2%; E: 1%; F: -2%; G: 77%[activator][57.4 µM]; H: 1%; I: -2%
mol: COc1cccc(Nc2nnc(SCC3CCCCO3)s2)c1 (stereo not drawn)
  A: -4%[57.1 µM]; B: 0.6%; C: -25%; D: -5%; E: -3%; F: 2%; G: -8%; H: -4%; I: 13%
mol: CC(C)c1c(O)nc(SCCOc2ccc(Cl)cc2)[nH]c1=O
  A: 3%; B: 8.2%; C: -10%; D: 6%; E: 12%; F: 19%; G: -9%; H: -1%; I: 12%
mol: CCc1cc(Cn2nc(-c3ccccc3)cc2C(=O)NCc2cccc(Br)c2)on1
  A: 3%[57.1 µM]; B: x; C: u; D: 4%; E: -12%; F: -14%; G: -23%; H: -3%; I: 16%[57.1 µM]
mol: CCCCCC(=O)OC(CN1CCCCC1)CN1CCCC1=O (stereo not drawn)
  A: 0%[57.1 µM]; B: -1.4%; C: -7%; D: 1%; E: 2%; F: -24%; G: -1%; H: -1%; I: 2%[57.1 µM]
mol: CC(=O)c1cc(CN2CCN(CCc3ccccc3)C(CCO)C2)cs1 (stereo not drawn)
  A: 5%[57.1 µM]; B: 0.3%; C: -10%; D: -9%; E: 6%; F: 5%; G: 6%; H: 1%; I: 4%[57.1 µM]
mol: COc1ccc(NC(=O)c2oc3ccccc3c2C)cn1
  A: -3%; B: -0.3%; C: -18%; D: -5%; E: 8%; F: 0%; G: 0%; H: 1%; I: 12%
mol: O=C(NCCCN1CCOCC1)c1ccc(/C=C2\Oc3ccccc3N(Cc3ccccc3F)C2=O)cc1
  A: 5%; B: 20%; C: -21%; D: 0%; E: -3%; F: -12%; G: -28%; H: u; I: 26%
mol: c1ccc(-c2cnnn2-c2ccccc2)cc1
  A: 6%[57.1 µM]; B: 0.5%; C: -32%; D: 6%; E: 3%; F: -25%; G: u; H: -4%; I: 33%[57.1 µM]
mol: O=C(OCC(=O)N1CCN(C(=O)c2ccco2)CC1)c1cc(-c2ccco2)nc2ccccc12
  A: 77%[activator]; B: 4.2%; C: u; D: 1%; E: 2%; F: u; G: 4.5µM*; H: -1%; I: u

Single records, as listed above:
O=C(OCC(=O)N1CCN(C(=O)c2ccco2)CC1)c1cc(-c2ccco2)nc2ccccc12 reads TrxR1 substrate: 77%[activator]; RXFP1 ag: 4.2%; USP1-UAF1 inh: u; Vif-APOBEC3F blk: 1%; IDH1 R132H inh: 2%; RGS4 inh: u; 12-LOX inh: 4.5µM*; Vif-A3G inh: -1%; TrxR1 inh: u
COc1cccc(Nc2nnc(SCC3CCCCO3)s2)c1 (stereo not drawn) reads TrxR1 substrate: -4%[57.1 µM]; RXFP1 ag: 0.6%; USP1-UAF1 inh: -25%; Vif-APOBEC3F blk: -5%; IDH1 R132H inh: -3%; RGS4 inh: 2%; 12-LOX inh: -8%; Vif-A3G inh: -4%; TrxR1 inh: 13%

Later entries:
Short forms – A = TrxR1 substrate; B = RXFP1 ag; C = USP1-UAF1 inh; D = Vif-APOBEC3F blk; E = IDH1 R132H inh; F = RGS4 inh; G = 12-LOX inh; H = Vif-A3G inh; I = TrxR1 inh
mol: Cc1cccc(OCCCC(=O)NNC(=O)c2ccc(F)cc2)c1
  A: 0%; B: 0.7%; C: -19%; D: -4%; E: 9%; F: -13%; G: 12%; H: 10%; I: 9%
mol: Cc1ccc(N2C(=O)N(CC(=O)Nc3ccc(C)cc3[N+](=O)[O-])C(=O)C2C)cc1 (stereo not drawn)
  A: -12%; B: -0.3%; C: -7%; D: -2%; E: 5%; F: 2%; G: u; H: -7%; I: -7%
mol: CS(=O)(=O)c1ccc(-c2nnc(NC(=O)C3=COCCO3)o2)cc1
  A: -5%[57.1 µM]; B: 0.3%; C: -17%; D: -4%; E: 0%; F: -1%; G: -7%; H: 1%; I: -4%[57.1 µM]
mol: COc1ccc([N+](=O)[O-])cc1NC(=O)c1ccc(CN(c2ccc(C)c(C)c2)S(C)(=O)=O)cc1
  A: -5%; B: -0.7%; C: -8%; D: -4%; E: -9%; F: 4%[11.4 µM]; G: -5%; H: 4%; I: 26%
mol: Cc1cccn2c(=O)c3cc(C(=O)NCCc4ccccc4)c(=N)n(Cc4ccco4)c3nc12
  A: 9%[57.1 µM]; B: 2.6%; C: -16%; D: 0%; E: 6%; F: -53%; G: -8%; H: 3%; I: -7%[57.1 µM]
mol: COc1ccc(CN2CCN(Cc3ccccc3)C(CCO)C2)cc1OC (stereo not drawn)
  A: 10%; B: 1.2%; C: -6%; D: -11%; E: -9%; F: 0%; G: 6%; H: -2%; I: 11%
mol: CC(C)C1Oc2cc3oc(=O)ccc3cc2C1=O (stereo not drawn)
  A: 64%[activator]; B: 4.0%; C: -5%; D: 13%; E: -10%; F: 13%; G: 15%&-2%; H: 1%; I: -8%
mol: COc1ccc(NC(=O)CSc2nncn2C)cc1
  A: -24%[57.1 µM]; B: -1.2%; C: -16%; D: 14%; E: 2%; F: -36%; G: 0%; H: 1%; I: 1%[57.1 µM]
mol: COc1cccc(NC(=O)CN(C)C(=O)c2cc3c(s2)CCCCC3)c1
  A: -2%; B: -0.7%; C: -22%; D: -7%; E: 1%; F: -10%; G: 35%[activator]; H: 3%; I: 24%
mol: COc1ccccc1-c1c(C)oc2c(CN3CCCCC3C)c(O)ccc2c1=O (stereo not drawn)
  A: 99%[activator][57.1 µM]; B: 11%; C: -17%; D: -18%; E: 4%; F: -12%; G: 0%; H: -2%; I: -47%
mol: CCCCCC(=O)N1C[C@H](n2cc(COC(=O)c3ccccc3)nn2)[C@@H](O)C[C@@H]1c1ccc(Cl)cc1
  A: x; B: x; C: -24%; D: u; E: 16%; F: x; G: u; H: -13%; I: x
mol: Cc1ccc(CC(CC(=O)NCCc2ccc3c(c2)OCO3)C(=O)O)cc1 (stereo not drawn)
  A: 7%; B: -0.5%; C: -21%; D: -6%; E: 5%; F: 4%; G: -28%; H: -3%; I: 8%
mol: CSc1ccc(C(=O)Nc2cc(S(=O)(=O)N3CCOCC3)ccc2N2CCOCC2)cc1[N+](=O)[O-]
  A: 1%; B: x; C: -23%; D: -1%; E: 6%; F: 1%; G: 2%; H: 1%; I: 28%
mol: Cc1cc(C)cc(-n2nnnc2SCC(=O)N2CCOCC2)c1
  A: 1%; B: 2.5%; C: -7%; D: 0%; E: 6%; F: 11%; G: u; H: -1%; I: 1%
mol: Cc1ccc(S(=O)(=O)Nc2ccccc2)cc1[N+](=O)[O-]
  A: 2%[57.1 µM]; B: x; C: -17%; D: 6%; E: 5%; F: -12%; G: -25%; H: -4%; I: -1%[11.4 µM]
mol: COc1cc2c(cc1OC)C(c1cc3ccccc3oc1=O)=NC(C)(C)C2
  A: -3%; B: 2.9%; C: -12%; D: -6%; E: 2%; F: 18%; G: 0%; H: -14%; I: 3%

Assay outcomes from PubChem.
